Cycloheximide cs – counter-screen hit for Shiga toxin inhibitors, cycloheximide. cell reporter, cycloheximide protein synthesis inhibition counterscreen. max response, %. 300,000 compounds, 12% hits; in the data active means max response mostly above about 13%, no sharp cut-off; inactive means mostly below about 14%; further: read at 38.3 µM for the half of the compounds with a filed dose; 0% is about no effect
AmpC no deterg – blocks E. coli AmpC beta-lactamase in detergent-free assay | 330,000 compounds, 0.52% hits | P00811 | AmpC nitrocefin hydrolysis, absorbance 480 nm, 0.0001% Triton | Potency, µM (top dose mostly 57.1 µM), for the others: top-dose activity change, negative = inhibition, hits mostly inhibitors | AID 485341;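 further: potency means the concentration at half of the fitted maximal effect; plate controls were no compound for no effect and no enzyme for full effect; nearly all actives have a fitted effect of over 20% in size; some results filed as inactive show a strong effect at the top dose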
Target sequence (P00811 whole entry, looked up): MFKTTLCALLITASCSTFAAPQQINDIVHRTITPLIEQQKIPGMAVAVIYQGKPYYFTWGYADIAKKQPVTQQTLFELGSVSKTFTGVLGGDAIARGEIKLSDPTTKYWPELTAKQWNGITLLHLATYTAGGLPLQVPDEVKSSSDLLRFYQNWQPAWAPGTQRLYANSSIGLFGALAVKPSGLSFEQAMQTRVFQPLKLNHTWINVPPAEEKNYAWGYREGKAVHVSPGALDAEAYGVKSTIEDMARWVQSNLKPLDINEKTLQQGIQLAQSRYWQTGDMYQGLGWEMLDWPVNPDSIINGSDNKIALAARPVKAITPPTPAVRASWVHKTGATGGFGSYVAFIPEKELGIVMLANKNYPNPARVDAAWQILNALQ
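AmpC (5.3 nM in the dispensed reagent) in 20 mM phosphate pH 7.0 with 0.01% (detergent screen) or 0.0001% Triton X-100 was preincubated with compounds for 15 min at room temperature. Nitrocefin was then added from an 800 uM solution, and hydrolysis was followed at 480 nm.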
LmPK inh – LmPK (Leishmania mexicana) enzyme inhibition | Q27686 | purified LmPK, Kinase-Glo ATP luminescence, 1 h | Potency, µM (highest dose often 57.5 µM), inactives show at the top dose activity change, negative = inhibition, most hits filed as inhibitors | 290,000 compounds, 0.37% hits | AID 1721; further: potency means the concentration at half of the fitted maximal effect; on the % scale 0 is the no-effect control and ±100 the full control effect
Target sequence (Q27686 whole entry, looked up): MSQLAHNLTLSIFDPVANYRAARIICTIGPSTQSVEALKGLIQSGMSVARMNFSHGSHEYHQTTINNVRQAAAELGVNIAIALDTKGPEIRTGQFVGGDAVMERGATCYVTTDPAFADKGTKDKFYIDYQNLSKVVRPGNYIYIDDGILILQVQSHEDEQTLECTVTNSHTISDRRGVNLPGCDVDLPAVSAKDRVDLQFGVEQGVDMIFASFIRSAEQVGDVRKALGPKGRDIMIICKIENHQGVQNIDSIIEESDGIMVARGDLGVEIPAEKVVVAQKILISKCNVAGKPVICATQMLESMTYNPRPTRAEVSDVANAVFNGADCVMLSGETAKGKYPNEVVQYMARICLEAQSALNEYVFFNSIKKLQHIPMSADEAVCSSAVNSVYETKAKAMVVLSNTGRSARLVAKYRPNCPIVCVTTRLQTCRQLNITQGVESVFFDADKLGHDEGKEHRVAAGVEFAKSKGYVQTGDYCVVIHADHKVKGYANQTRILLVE
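Purified LmPK (0.1 nM) converted ADP (0.1 mM) to ATP with PEP (0.5 mM) in imidazole buffer pH 7.2 with KCl and MgCl2, 1 h at room temperature. ATP was read by Kinase-Glo luminescence; data normalized to uninhibited and no-enzyme controls.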
Shiga inhibitor – inhibitors of Shiga toxin in Vero cells; Vero cells, Shiga toxin protein synthesis inhibition reporter; inhibition, % at 38.7 µM; 290,000 compounds, 9.2% hits; in the data active means inhibition mostly above about 28%, no sharp cut-off; inactive means mostly below about 43%; further: 0% is about no effect
Tb PYK inh – inhibitors of Trypanosoma brucei pyruvate kinase; AID 624173; Potency, µM (top dose mostly 76.8 µM), for the others: at the top dose activity, negative = inhibition, actives largely listed as inhibitors; TbPYK enzyme, Kinase-Glo Plus ATP luminescence, 45 min; 410,000 compounds, 0.12% hits; further: potency means the concentration at half of the fitted maximal effect; on the % scale 0 is the no-effect control and ±100 the full control effect; nearly all actives have a fitted effect of over 50% in size
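Activity of T. brucei pyruvate kinase was followed by Kinase-Glo Plus luminescence after the enzyme reacted 45 min at room temperature with 130 uM ADP (final) and substrate. Test compounds were added before ADP at multiple concentrations.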
Pf growth 96h – P. falciparum growth inhibition at 96 hour, primary screen for plastid delayed-death inhibitors. AID 504834. Potency, µM (series often up to 28.7 µM), for inactives: at the top dose activity change, negative = inhibition, most hits filed as inhibitors. P. falciparum luciferase reporter growth, 96 h. 320,000 compounds, 6.9% hits; further: potency means the concentration at half of the fitted maximal effect; on the % scale 0 is the no-effect control and ±100 the full control effect
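Cell-based qHTS: luciferase-tagged P. falciparum in erythrocytes (2% hematocrit, 0.05% parasitemia final) incubated with compounds for 96 hours, 37 C, 5% CO2; luciferase detection reagent then added and luminescence measured.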
Pf growth 48h – inhibits P. falciparum growth in the first generation, 48 h | P. falciparum luciferase growth in erythrocytes, 48 h | Potency, µM (top dose mostly 28.7 µM), for the others: top-dose activity change, negative = inhibition, actives largely listed as inhibitors | 310,000 compounds, 5.9% hits | AID 504832; further: potency means the concentration at half of the fitted maximal effect; on the % scale 0 is the no-effect control and ±100 the full control effect
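Erythrocytes infected with P. falciparum carrying an integrated firefly luciferase reporter (2% hematocrit, 0.1% parasitemia final) were exposed to compounds in RPMI 1640 with 0.5% Albumax at 37 C, 5% CO2. Growth inhibition was scored as reduced luminescence.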
Active calls of the source: *; u = inconclusive; x = no result given; & = joins results of further samples; [ ] = dose if it differs, or a comment. Unless noted, the call rests on the fitted dose curve; in most records, active means well fitted curve in the direction sought with a large enough effect; inconclusive means small, poorly fitted or top-dose-only effect, or another doubt; inactive means no such curve, though single readings can be large; an effect the other way counts as inactive or inconclusive.

Below each compound – Shiga inhibitor	Pf growth 48h	Pf growth 96h	LmPK inh	AmpC no deterg	Cycloheximide cs	Tb PYK inh
Cc1cc(Cl)ccc1OCC(=O)OCC(=O)N(CC(C)C)c1c(N)n(Cc2ccccc2)c(=O)[nH]c1=O
→ x	2%	35%[activator]	x	-8%	x	0%
CCCCCCN(C(=O)CCCCCN1C(=O)NC(c2ccc(-c3ccccc3)cc2)C(C(=O)OCc2ccccc2)=C1C)C(C(=O)NCCCC)c1ccc(OCC(=O)OC)c(C(=O)OC)c1 (stereo not drawn)
→ -1	2.3µM*	2.6µM*	4%	36%	-7	x
C=C[C@@]12CN(C)[C@H]3[C@H]1[C@@]1(C(=O)Nc4ccccc41)C1CC2[C@@H]3CO1
→ x	-24%	108%[activator]	x	-17%	x	-3%
COc1ccc(NC(=O)Cn2c(=O)n(CC3CCCO3)c(=O)c3ccccc32)c(OC)c1 (stereo not drawn)
→ 3	u	u	1%	-28%	3	3%&-4%
Cc1ccc(C2C(C(=O)c3ccco3)=C(O)C(=O)N2c2ncccn2)cc1 (stereo not drawn)
→ 1	86%[activator]	38%[activator]	-3%	-23%	9	2%
CC(C)CCn1c(SC(C)C(=O)NC2CC2)nc2ccccc2c1=O (stereo not drawn)
→ x	u	u	x	-8%	x	-3%
COc1cccc(-c2cc(=O)c3cc(NC(=O)c4ccc(Cl)cc4)ccc3[nH]2)c1
→ -12	0%	10%	4%	-7%	-2&-6	-8%
Cc1ccc(Sc2ncccc2C(=O)NCC(c2ccc(F)cc2)N2CCOCC2)c(C)c1 (stereo not drawn)
→ x	u	u	x	154%[activator]	x	-5%
Cc1ccc(S(=O)(=O)/N=C(/Nc2ccc([N+](=O)[O-])cc2)c2ccccc2)cc1
→ -7	57%[activator]	-5%	5%	-39%	5	6%
O=S(=O)(Nc1ccc(O)c(Sc2nc3ccccc3s2)c1)c1cccc2ccccc12
→ -1	-4%	u	9%	-18%	11	1%
COc1ccccc1C(CNC(=O)c1ccc(C)c(S(=O)(=O)N2CCCCC2)c1)N1CCCC1 (stereo not drawn)
→ x	u	10µM*	x	31%	x	-4%
CC(C)(C)NC(=S)N/N=C\c1ccc(-c2ccc([N+](=O)[O-])cc2)o1
→ 73*	u	3.7µM*	0%	u	37*	1%
CCCC(=O)Nc1ccc(C(=O)N2CCCC2)cc1
→ -13	0%	21%	-6%	-10%	1	-4%
CCC(=O)c1cn(CC(=O)NCc2ccco2)c2ccccc12
→ 61*	58%[activator]	30%[activator]	-1%	x	43*	-7%
O=C(C1=C[C@H](c2ccc(C(F)(F)F)cc2)C[C@H](OCc2ccc(CO)cc2)O1)N1CCCCCCC1
→ -2	u	9.3µM*	5%	72%[activator]	2	1%
O=C(COC(=O)c1ccc[nH]c1=O)Nc1cc(S(=O)(=O)N2CCCCCC2)ccc1Cl
→ x	6%	0%	x	-4%	x	3%
COc1ccc(C)cc1S(=O)(=O)N1CCN(C/C=C/c2ccccc2)CC1
→ x	u	u	x	87%[activator]	x	2%
CC(NC(=O)c1c(O)c2ccccc2[nH]c1=O)c1ccccc1 (stereo not drawn)
→ x	u	-12%	5%	-28%	-3	5%
CC(=NCc1cccnc1)c1c(O)n(-c2ccc(C)cc2)c(=O)[nH]c1=O
→ -4	12%	-1%	-5%	-18%	-6	9%
COc1cc(C(=O)Nc2ccc3nc(N4CCOCC4)sc3c2)cc(OC)c1OC
→ x	u	u	x	194%[activator]	x	-4%
Cc1nnc(SCc2cccc3ccccc23)n(N)c1=O
→ -4	-1%	u	0%	-5%	-3	1%
COc1ccc(-c2csc(N(C)C(=O)c3cccs3)n2)cc1
→ 33*	87%[activator]	-1%	8%	-23%	22*	3%
CN(C)c1ccc(NC(=O)c2ccncc2)c2ccccc12
→ 3	-3%	31%[activator]	2%	-11%	-1	-8%
CCOC(=O)N1CCN(C(=O)c2cccc(S(=O)(=O)Nc3ccccc3Cl)c2)CC1
→ x	u	u	x	-14%	x	-1%
Cc1cccc(Oc2ccccc2N)c1
→ -23	12%	x	-1%	-21%	-3	1%
COc1ccc(NC(=O)NCCCN2CCCC2=O)c(OC)c1
→ 2	x	34%	3%	1%	1	x
CCc1cc2c(nc1CC)CCN(CC/C(C)=N/OC[C@H]1O[C@H](c3ccccc3)C=C[C@@H]1Oc1ccc(OC)cc1)C2
→ -3	u	4.7µM*	-3%	197%[activator]	-4	x
COc1ccc(C2=NNC(c3ccco3)=Nc3ccc(F)cc32)cc1
→ 5	u	100%[activator]	-2%	-14%	-1	-2%
COc1cccc(CNC(=O)c2ccccc2C(=O)NC(C)(C)C(=O)NCc2cccc(OC)c2)c1
→ -5	u	u	4%	68%[activator]	-3	0%
CCCCOC(=O)Nc1ccc(N2CCOCC2)cc1
→ 80*	394%[activator]	33%[activator]	-2%	-14%	29*	8%

Copied from the list.
Cycloheximide cs, CCCCOC(=O)Nc1ccc(N2CCOCC2)cc1 = 29*
AmpC no deterg, Cc1cccc(Oc2ccccc2N)c1 = -21%
Pf growth 96h, CN(C)c1ccc(NC(=O)c2ccncc2)c2ccccc12 = 31%[activator]
Cycloheximide cs, CCc1cc2c(nc1CC)CCN(CC/C(C)=N/OC[C@H]1O[C@H](c3ccccc3)C=C[C@@H]1Oc1ccc(OC)cc1)C2 = -4

The list continues.
Below each compound – Shiga inhibitor	Pf growth 48h	Pf growth 96h	LmPK inh	AmpC no deterg	Cycloheximide cs	Tb PYK inh
O=C1Nc2cc(Cl)c(Cl)cc2N(O)N1c1ccccc1Cl
→ -27	4%	x	1%[11.5 µM]	-11%	4	14%
COc1ccc(OCC(=O)N2CCN(C(=O)c3cccc(F)c3)CC2)cc1
→ -17	9%	u	-9%	-6%	6	-7%
COc1ccc(C(=O)NNC(=O)c2ccccn2)cc1
→ -23	-69%	113%[activator]	1.3µM*	9%	-11	u
COC(=O)c1cc(C#N)c(SCc2ccccc2)nc1C
→ -21	9%	x	1%	-24%	9	-8%
COc1cc(NC(=O)CCN2CCN(Cc3ccccc3)CC2)cc(OC)c1
→ -6	-4%	u	2%	x	-1	3%
Cc1ccc2nc(N(CCCN(C)C)C(=O)c3ccc4c(c3)CCCC4)sc2c1
→ -15	10µM*	1.9µM*	1%	222%[activator]	-9	-6%
Cn1c(CNC(=O)c2ccco2)nnc1SCC(=O)Nc1cccc(F)c1
→ -5	-9%	-5%	-3%	-16%	11	0%
Cc1cccnc1NC(=O)Nc1cccc(C(F)(F)F)c1
→ -12	-9%	x	-2%	-15%	3	-6%
O=C(COc1ccc(Cl)cc1)Nc1ccccc1N1CCOCC1
→ 17	-25%	-12%	10%	-9%	1	x
COc1ccc(N2C(=O)C3CCCN3C2c2ccccc2F)cc1 (stereo not drawn)
→ 21	x	u	1%	-5%	-11	-4%
CCS(=O)(=O)N1CCN(c2ccccn2)CC1
→ -11	x	15%	1%	-17%	0	-7%
c1cc2c(cc1-c1cnc3n1CCC3)OCCO2
→ 87*	31%[activator]	x	-5%	-18%	16	-6%
Cc1csc(=O)n1CCC(=O)OC(C)C(=O)Nc1ccc(N2CCOCC2)cc1 (stereo not drawn)
→ x	46%[activator]	52%[activator]	x	-2%	x	1%
CN(C)C(=O)COC(=O)c1ccccc1OCC(=O)Nc1ccc(SC(F)F)cc1
→ 2	9%	7%	7%	81%[activator]	-1	-2%
CCn1cc(C(=O)N2CCN(c3ccc(F)cc3)CC2)c2cc(OC)c(OC)cc2c1=O
→ 7	u	-18%	-5%	94%[activator]	-4	1%
COc1ccc(NC(=O)c2ccc(COc3ccc(C)cc3)o2)cc1
→ 73*	3%	5.2µM*	10%	-33%	34*	1%
O=C1C2C3c4ccccc4C(c4ccccc43)C2C(=O)N1Cc1cccnc1 (stereo not drawn)
→ 3	-9%	45%[activator]	3%	-25%	2	-1%
CC(=O)NC12CC3CC(CC(CC(=O)O)(C3)C1)C2
→ -5	x	27%	-5%	-10%	-1	-3%
CCOC(=O)Cc1c(Sc2ccccc2)c2cc(C)ccc2n1C
→ -9	u	-17%	-1%	-17%	-4	-9%
COc1ccc(C=Nc2cccc3c(=O)[nH][nH]c(=O)c23)c2ccccc12
→ 15	x	-21%	3%	-23%	14	-8%

Reprinted at random: 5 entries already listed, in no set order.
Below each compound – Shiga inhibitor	Pf growth 48h	Pf growth 96h	LmPK inh	AmpC no deterg	Cycloheximide cs	Tb PYK inh
CCOC(=O)Cc1c(Sc2ccccc2)c2cc(C)ccc2n1C
→ -9	u	-17%	-1%	-17%	-4	-9%
CN(C)C(=O)COC(=O)c1ccccc1OCC(=O)Nc1ccc(SC(F)F)cc1
→ 2	9%	7%	7%	81%[activator]	-1	-2%
Cc1csc(=O)n1CCC(=O)OC(C)C(=O)Nc1ccc(N2CCOCC2)cc1 (stereo not drawn)
→ x	46%[activator]	52%[activator]	x	-2%	x	1%
CCn1cc(C(=O)N2CCN(c3ccc(F)cc3)CC2)c2cc(OC)c(OC)cc2c1=O
→ 7	u	-18%	-5%	94%[activator]	-4	1%
COc1ccc(NC(=O)c2ccc(COc3ccc(C)cc3)o2)cc1
→ 73*	3%	5.2µM*	10%	-33%	34*	1%

The results go on:
Below each compound – Shiga inhibitor	Pf growth 48h	Pf growth 96h	LmPK inh	AmpC no deterg	Cycloheximide cs	Tb PYK inh
CCn1nc(C)cc1-c1nnc(Sc2ncc([N+](=O)[O-])s2)n1C
→ -8	8%[0.00184 µM]	0%	1%	-40%	-4	-22%
COc1cc(OC)c(C(=O)OCC(=O)Nc2nnc(-c3ccccc3)o2)cc1OC
→ x	20%	27%	x	-16%	x	2%
Cc1nnc(SCC(=O)Nc2cccc(C(F)(F)F)c2)n1Cc1ccco1
→ -5	u	u	-4%	61%[activator]	11	-7%
Cc1nn(CC(=O)NC(=O)NC2CCCC(C)C2C)c(=O)c(C#N)c1C (stereo not drawn)
→ x	u	2%	x	-24%	x	-17%
COc1ccc([C@H]2CC(=O)C=C(c3ccccc3-c3ccccc3)C2)cc1
→ x	u	13µM*	x	-15%	x	0%
Cc1ccccc1C(=O)NNC(=O)/C=C/c1ccccc1
→ 5	30%	-6%	6%	-20%	10	-1%
CCc1ccc2nc(N(CCCN(C)C)C(=O)c3ccc(S(=O)(=O)N(C)C4CCCCC4)cc3)sc2c1
→ -7	u	u	1%	228%[activator]	4	2%

The order is random; 22% or so of the library scored in one or more.
